# PGC1a acetyl inh: PGC1a acetylation modulation, inhibitor mode; inhibition, % at 15.6 µM; AID 651687; U2OS PGC1a acetylation, AlphaScreen anti-acetyl-lysine; with virally co-expressed GCN5 acetyltransferase; 350,000 compounds, 0.17% hits;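 active = every replicate shows inhibition of at least 40%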;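 note: 0% = neutral control wells and 100% = positive control wells; some results beyond the cut were filed as inactive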
# LGR2 antag: inhibitors of bursicon-induced Drosophila LGR2 receptor cAMP signaling | 380,000 compounds, 0.35% hits | inhibition, % at 9.99 µM | HEK293 LGR2, CRE-luciferase, bursicon-stimulated, 4 h;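 active = drop in luminescence signal, shown as inhibition above about 50% in the replicate tests, limit read from the data, passing the limit was not always enough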;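 note: agonist challenge used bursicon conditioned medium at about half maximal strength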
# SIRT5 block: inhibitors of human sirtuin-5 desuccinylase; Purified SirT5, succinyl-peptide AMC, trypsin-coupled fluorescence; inhibition, % at 15 µM; 330,000 compounds, 1.1% hits; AID 652115; in the data active = inhibition above about 15%
# Target sequence (Q9NXA8 whole entry, looked up): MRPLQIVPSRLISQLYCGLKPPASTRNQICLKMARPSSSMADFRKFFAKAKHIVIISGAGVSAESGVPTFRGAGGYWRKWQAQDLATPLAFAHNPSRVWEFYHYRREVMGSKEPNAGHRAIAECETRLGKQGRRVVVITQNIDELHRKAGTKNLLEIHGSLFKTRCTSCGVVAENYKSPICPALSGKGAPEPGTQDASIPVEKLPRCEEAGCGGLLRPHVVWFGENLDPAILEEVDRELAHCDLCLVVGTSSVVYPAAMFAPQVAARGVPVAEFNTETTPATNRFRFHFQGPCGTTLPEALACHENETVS
# C2C12 statin: suppressors of simvastatin-induced myotoxicity in C2C12 myotubes | ATP luminescence, 48 h; scaled: DMSO 0, geranylgeraniol control 100 | rescue of ATP level, % at 7.49 µM | 330,000 compounds, 0.78% hits;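 active = mean ATP rescue above about 67%, or every replicate alone reaching that limit, limit read from the data, passing the limit was not always enough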;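 note: myotubes were challenged with 10 µM simvastatin during compound exposure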
# Cneo AK release: causes C. neoformans cell lysis; lysis activity, % at 15 µM; 360,000 compounds, 0.2% hits; adenylate kinase release luminescence, 4 h; normalised: neutral wells 0, clomiphene wells 100;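 active = mean lysis activity across replicates of at least 80%, whatever share of replicates individually reach that level; inactive = mean lysis activity below 80%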
#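 read-out = cell lysis signal | test system = log-phase Cryptococcus neoformans yeast cells | input = cells at 5 × 10^6 per mL | medium = fresh YPD growth medium | signal = luminescent adenylate kinase detection reagent | timing = 4 h at 37 °C static, read 1 h later | dosing = single dose | controls = Clomiphene as positive lysis control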
# ERAP1 inh: inhibitors of human ERAP1 aminopeptidase; Q9NZ08; recombinant ERAP1, Leu-AMC fluorescence, 60 min; inhibition, % at 10.7 µM; 340,000 compounds, 0.15% hits; AID 652197;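 active = mean replicate inhibition of at least 30%, or all replicates individually reaching that 30% level; inactive = mean below 30% and not every replicate reaching it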;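 note: 0% = neutral control wells and 100% = L-leucinethiol positive control wells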
# XiGFP reactiv: activators of X-chromosome reactivation in mouse fibroblasts; XiGFP mouse fibroblasts, % GFP-positive cells imaging, 3 d; cells co-treated with 5-aza-dC sensitizer; scaled so ellipticine positive control = 100%; activation, % at 7.58 µM; 360,000 compounds, 0.055% hits;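 active = mean normalized replicate activation at least 10% and every replicate at or above 10%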;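 note: 0% = median of on-plate neutral control wells and 100% = ellipticine 6 µM median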
#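 Material: XiGFP fibroblasts, SV40-immortalized; Buffer or medium: DMEM containing 5-aza-dC; Compound dosing: single point; Times: 3 days compound exposure.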
# S100A4 inh HTS: blocks human S100A4 binding to myosin IIA peptide; P26447; S100A4/TAMRA-MyoIIA peptide fluorescence polarization; inhibition, % at 10.7 µM; 360,000 compounds, 0.14% hits; AID 652163;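 active = mean inhibition of at least 70% across replicates, with every replicate also reaching that level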
# Target sequence (P26447 whole entry, looked up): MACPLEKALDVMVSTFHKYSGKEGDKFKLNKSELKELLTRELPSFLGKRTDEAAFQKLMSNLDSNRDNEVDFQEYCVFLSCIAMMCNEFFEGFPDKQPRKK
#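 Test system: S100A4 monomer protein. Medium: HEPES buffer with Ca2+, pH 7.2. Reagent: fluorescent myosin IIA peptide, 5 nM. Compound dosing: single-point compound testing. Timing: 5 min between mix addition and reading. Benchmarks: DMSO neutral and TFP positive wells.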
# Numbers without * were called inactive; . = not tested or not shown.
SMILES,PGC1a acetyl inh,LGR2 antag,SIRT5 block,C2C12 statin,Cneo AK release,ERAP1 inh,XiGFP reactiv,S100A4 inh HTS
COc1ccc(S(=O)(=O)N(C)C[C@H]2Oc3ccc(NC(=O)Nc4ccc(C(F)(F)F)cc4)cc3CC(=O)N([C@@H](C)CO)C[C@H]2C)cc1,13,6,9,-65,2,0,1.1,-2
O=C(CNC(=O)c1ccccc1)NCC(=O)OCC(=O)c1ccccc1,-2,-10,5,.,.,-1,0.0,-2
CCCCOP(=O)(c1ccc(N(C)C)cc1)C(O)c1ccc(OC)c(OC)c1 (configuration not stated),.,11,-1,.,.,2,0.0,5
COc1ccccc1N1CCN(C(=O)C2CC(=O)N(c3ccccc3)C2)CC1 (configuration not stated),.,4,-4,-3,5,0,-0.1,33
COc1ccc(S(=O)(=O)N2CC[C@@H]3[C@@H](CO)Nc4ccc(C5=CCCCC5)cc4[C@@H]32)cc1,-6,-3,7,.,.,-3,0.0,-3
O=C(Cn1c(=O)oc2ccccc21)N1CCOCC1,.,4,-4,.,.,0,0.0,-3
C[C@H]1CN([C@@H](C)CO)C(=O)Cc2cc(NC(=O)C3CCCCC3)ccc2O[C@@H]1CN(C)Cc1ccc(C(=O)Nc2ccccc2N)cc1,-10,-4,1,.,.,1,1.3,3
COc1cccc(C(=O)OCC(=O)c2ccc(Br)s2)c1,.,-29,3,-3,7,2,0.3,-2
Cc1cc(Br)ccc1NC(=O)C1CCN(C(=O)c2ccco2)CC1,7,4,1,-3,-1,-1,0.0,1
Cc1nn(-c2ccccc2)c2c1CC(=O)Nc1ccccc1-2,.,-11,-1,.,.,0,0.2,-2
COc1cc(C2NC(=S)NC3=C2C(=O)CCC3)ccc1O (configuration not stated),.,26,4,7,0,-2,0.0,2
CCOC(=O)C1(C)CCCN1C(=O)c1ccccc1F (configuration not stated),3,-3,-3,-2,-2,2,0.0,4
NC(=O)C1CC(=O)N(c2ccc(OCc3ccc(Cl)c(Cl)c3)cc2)C1 (configuration not stated),12,-39,-2,10,1,1,0.0,3
CCOc1ccc(CNC(=O)CCc2cn(Cc3ccccc3)c3ccccc23)cc1,-22,10,.,9,0,.,0.1,-5
CC(C)C[C@H]1CN([C@@H](CC(C)C)CN2CCC[C@H]2CN2C(=O)C(=O)NC[C@@H]2Cc2ccc(O)cc2)C(=O)C(=O)N1CCc1ccccc1,.,2,-2,.,.,.,0.1,-5
Cn1cc(CN2CCC(N3CCNC(=O)CC3)CC2)c(-c2ccccc2F)n1,1,3,-1,12,1,0,0.0,-1
COCC#Cc1ccc2c(c1)O[C@@H](CN(C)C(=O)C1CCOCC1)[C@H](C)CN([C@@H](C)CO)S2(=O)=O,-6,5,-5,-14,4,0,0.1,2
O=C(NNC(=O)c1ccc(Br)s1)c1ccc(F)c(S(=O)(=O)N2CCOCC2)c1,2,-1,2,3,-1,-1,0.2,1
CC/C(=N/NC(=O)CCC(=O)Nc1ccccc1OC)c1ccccc1,-1,-1,.,.,-2,.,0.1,.
COc1ccc2c3c([nH]c2c1)[C@@H](CO)NCC31CCN(C(=O)Nc2ccc(F)cc2)CC1,.,-1,-3,.,.,1,0.3,-10
C=CCn1c(COc2cccc3ccc(C)nc23)nnc1SCC(N)=O,-4,4,-6,.,7,4,.,4
COc1cccc(S(=O)(=O)Nc2ccc3c(c2)[C@@H]2C[C@H](CC(=O)NCc4ccccc4F)O[C@@H](CO)[C@@H]2O3)c1,-5,-7,-3,5,0,3,0.0,0
CC(=O)Oc1ccc(/C=N/NC(=S)Nc2ccccc2)cc1,-12,-137,.,.,16,.,0.1,.
COc1ccccc1C#Cc1cnc2c(c1)C(=O)N([C@H](C)CO)C[C@H](C)[C@@H](CN(C)C(C)=O)O2,9,-7,0,-6,0,-2,-2.0,-27
CCN(CCCNC(=O)Cn1ncc2c([nH]c3ccc(C)cc32)c1=O)c1ccccc1,2,9,-1,1,18,0,-0.1,-2
SMILES,PGC1a acetyl inh,LGR2 antag,SIRT5 block,C2C12 statin,Cneo AK release,ERAP1 inh,XiGFP reactiv,S100A4 inh HTS
O=C(CN1CCN(S(=O)(=O)N2CCOCC2)CC1)Nc1ccc(Cl)c(Cl)c1,.,-6,-1,-40,-2,122*,0.0,0
COCCNC(=O)c1cc(S(=O)(=O)N(C)C2CCCCC2)ccc1Cl,4,-2,.,6,0,1,0.1,2
Cc1noc(C)c1NC(=O)N(C)C[C@H]1Oc2ccc(NC(=O)Nc3ccccc3)cc2C(=O)N([C@@H](C)CO)C[C@@H]1C,11,-1,-6,14,-4,0,-0.8,-2
CCCCCCCCN1C(=O)[C@H](CC(=O)NCc2ccc(C)o2)C[C@@]2(C(=O)OCC)CCC=C12,.,-11,9,.,.,.,0.0,-4
O=C(Nc1ccc(F)cc1)OCCOc1ccc([N+](=O)[O-])cc1,.,-8,-1,-4,3,-1,-0.1,3
O=C(C[C@H]1CC[C@@H]2[C@H](COC[C@H](O)CN2C(=O)C2CCOCC2)O1)NCc1ccncc1,0,-1,1,-14,-2,-2,0.2,-6
Cc1cc(C)n2nc(C(=O)OCC(=O)Nc3ccc(C)c(S(=O)(=O)N4CCOCC4)c3)nc2n1,.,19,1,.,.,1,-0.1,-1
CN(C)CCCNC(=O)[C@H]1[C@H](CO)[C@H]2Cn3c(ccc(-c4ccccc4)c3=O)[C@@H]1N2C(=O)CC1CC1,.,5,-30,16,-3,0,0.1,9
CC(=O)Nc1ccc(S(=O)(=O)NC2=C(N3CCN(c4ccc(F)cc4)CC3)C(=O)c3ccccc3C2=O)cc1,.,5,-2,.,3,-1,0.0,-6
Cc1ccc(-c2cc(NC=O)c3ncc(-c4cccc(C(=O)N(C)C)c4)n3c2)cc1,.,-6,5,0,-3,-2,0.5,-4
O=c1c(-c2ccccc2)c(O)nc2ccccn12,.,-17,-3,.,.,13,.,-2
O=C(Nc1cc(F)ccc1F)N1CCCCN2[C@H](CO)[C@H](c3ccc(-c4ccncc4)cc3)[C@H]2C1,7,16,-3,.,-1,0,0.3,2
C/C=C/c1ccc([C@@H]2[C@@H](CNC(=O)c3ccncc3)N(C(=O)CC)[C@H]2CO)cc1,6,-9,-2,19,0,-2,0.4,-6
N#CC1(NC(=O)COc2cccnc2[N+](=O)[O-])CCCCC1,-2,0,-11,-1,-1,1,0.6,0
O=C(c1ccccc1)c1cnc(-c2ccccc2)s1,.,-21,-2,.,.,2,0.0,-4
COc1ccc(N2C(=O)c3ccccc3NC2(C)C)cc1,5,-8,4,9,-6,4,1.0,-8
CCn1c(=S)[nH]c2c(=O)n(C)c(=O)n(C)c21,-5,23,-2,0,-2,25,-0.1,-6
C=CCSc1nnc(NC(=O)CSCc2c(C)noc2C)s1,.,-12,0,.,.,3,0.0,6
Cn1cc2ccc(N)cc2n1,5,14,0,8,1,3,0.1,-9
CC(Sc1cccc[n+]1[O-])c1ccccc1 (configuration not stated),7,-5,1,5,-4,0,0.0,3
CCOc1ccc(NC(=O)N2CC(C)OC(C)C2)cc1 (configuration not stated),-1,9,-3,1,-3,-2,0.1,-7
CCc1cccc(CC)c1NC(=S)N(CCN(C)C)C(C)c1cccnc1 (configuration not stated),1,20,1,11,.,-4,0.0,-2
CN1CCN(C(=O)c2ccc3c(c2)N(Cc2cccc(Cl)c2)C(=O)c2ccccc2S3=O)CC1 (configuration not stated),4,32,.,10,1,.,0.1,-3
COCC(=O)N(C)C[C@@H]1Oc2cc(-c3ccc(F)cc3)ccc2S(=O)(=O)N([C@@H](C)CO)C[C@H]1C,3,-8,1,-14,1,0,0.3,22
CCOC(=O)c1ccc(Nc2sc(C(=O)c3cccc([N+](=O)[O-])c3)c(N)c2C#N)cc1,.,3,-4,-4,0,0,0.0,-13

# Reprinted at random: 4 entries already listed
SMILES,PGC1a acetyl inh,LGR2 antag,SIRT5 block,C2C12 statin,Cneo AK release,ERAP1 inh,XiGFP reactiv,S100A4 inh HTS
CC(Sc1cccc[n+]1[O-])c1ccccc1 (configuration not stated),7,-5,1,5,-4,0,0.0,3
C=CCSc1nnc(NC(=O)CSCc2c(C)noc2C)s1,.,-12,0,.,.,3,0.0,6
COc1ccc(N2C(=O)c3ccccc3NC2(C)C)cc1,5,-8,4,9,-6,4,1.0,-8
O=C(Nc1cc(F)ccc1F)N1CCCCN2[C@H](CO)[C@H](c3ccc(-c4ccncc4)cc3)[C@H]2C1,7,16,-3,.,-1,0,0.3,2

# (listing goes on)
SMILES,PGC1a acetyl inh,LGR2 antag,SIRT5 block,C2C12 statin,Cneo AK release,ERAP1 inh,XiGFP reactiv,S100A4 inh HTS
COCC(=O)N(C)C[C@@H]1Oc2cc(C#Cc3cccnc3)ccc2S(=O)(=O)N([C@H](C)CO)C[C@@H]1C,-5,-26,1,-2,4,1,0.2,13
C[C@@H]1CN([C@@H](C)CO)C(=O)c2cc(C#CCN(C)C)cnc2O[C@@H]1CN(C)Cc1cccc(C(=O)O)c1,4,9,-6,-31,-4,-2,0.3,6
Cc1ccc(-c2nc(C#N)c(N3CCC(C(N)=O)CC3)o2)cc1,2,11,-4,-41,1,1,0.4,-6
C[C@@H]1CN([C@@H](C)CO)C(=O)c2cc(NS(=O)(=O)c3cccs3)ccc2O[C@@H](C)CCCCO[C@H]1CN(C)S(=O)(=O)c1ccc(F)cc1,-19,-19,6,.,1,1,0.2,-12
COc1ccc(-c2nnc(SCC(=O)NCc3ccco3)o2)cc1,-5,17,-3,-14,0,-3,.,-2
Cc1ccc(S(=O)(=O)N[C@H]2C=C[C@@H](CC(=O)NCc3ccncn3)O[C@@H]2CO)cc1,2,5,-3,1,2,-1,0.5,6
Cc1[nH]c2ccc(C(=O)OCC(=O)Nc3cccc(S(N)(=O)=O)c3)cc2c1C,1,4,2,2,-2,3,3.0,-10
C[C@H]1CN([C@@H](C)CO)S(=O)(=O)c2ccc(-c3cccnc3)cc2O[C@H]1CN(C)CC1CCOCC1,2,16,1,-3,23,1,0.0,1
CCN(CC(=O)NC1CC1)S(=O)(=O)c1ccc(OC)cc1,2,-2,-2,.,-2,-2,0.0,9
O=C(Cn1cnc2ccccc2c1=O)N/N=C/c1ccc(Br)cc1,7,.,-4,.,1,.,0.0,-2
CCCNC(=O)Nc1ccc2c(c1)OC[C@@H](C)N(C(=O)C1CCC1)C[C@@H](C)[C@@H](OC)CN(C)C2=O,.,-15,-1,-2,-1,0,0.1,1
COCCNC(=O)c1cccc2c(-c3cccc(C(N)=O)c3)coc12,7,-20,-1,12,-1,12,0.0,2
Cc1cc(N2CC(C)OC(C)C2)n2cc(-c3ccccc3)nc2n1 (configuration not stated),5,-19,-5,-7,0,0,0.2,-9
S=C(NCCc1ccccc1)N/N=C/c1ccc(Cl)cc1,.,-1,8,.,.,.,0.3,-2
Cc1noc(C)c1NC(=O)N(C)C[C@@H]1Oc2c(NC(=O)Nc3cccc4ccccc34)cccc2C(=O)N([C@@H](C)CO)C[C@H]1C,-1,-5,3,-1,1,0,-0.7,1
CC(C)NC(=O)CSc1nc2sccc2c(=O)n1-c1ccccc1,-1,1,-3,7,1,5,0.1,4
O=C(C[C@H]1CC[C@H](NC(=O)CC2CC2)[C@@H](CO)O1)NCc1ccccc1,-4,3,0,.,.,-2,-0.5,-1
CCCC#Cc1ccc([C@H]2[C@H](CO)N3C(=O)CN(C(=O)CN4CCOCC4)C[C@@H]23)cc1,4,2,-1,.,.,2,0.0,7
COC(=O)c1ccccc1N=C(SC)N(C)C,-17,-8,.,-11,-1,.,.,.

# Bioassay records from PubChem.

# Some of the compounds tested; the hit share may differ from the screen's.
